High-throughput results from PubChem.
Lamin A splicing – qHTS Assay for Modulators of Lamin A Splicing. HeLa LMNA splicing GFP/RFP minigene ratio, 48 h. 200,000 compounds, 0.01% hits. Potency, µM (highest dose often 46.1 µM), for inactives: at the top dose ratio change, negative = inhibition, most hits filed as inhibitors; active = well fitted inhibition curve with a large enough effect in the signal ratio, with a control signal flat, not every such curve was filed as active; inconclusive = small, poorly fitted or top-dose-only effect, or effect the other way, or a change in a side signal; the % refers to the signal ratio; also: % is scaled to controls: 0 for no effect and ±100 for the full control effect
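Read-out is the ratio of GFP to DsRed2 object intensity, acquired by 488 nm laser-scanning cytometry on HeLa lamin A-EGFP minigene reporter cells. Compound incubation 48 hrs at 37 °C in Opti-MEM with 2% FBS; DMSO 0.5% final.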
Epigenetic derep – Quantitative High-Throughput Screen for Regulators of Epigenetic Control; murine LDR cells, GFP reporter derepression, 30 h; Potency, µM (highest dose often 53.9 µM), for inactives: at the highest dose GFP activation, actives largely listed as activators; 280,000 compounds, 0.2% hits; AID 1865, 2009; active = well fitted activation curve with a large enough effect; inconclusive = small, poorly fitted or top-dose-only effect; also: % of control where 0% means no effect; nearly all actives have a fitted effect of over 60% in size
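Murine LDR cells bearing a silenced CMV-driven GFP reporter were exposed to compound for 30 h at 37 C. After PBS washes, GFP-positive cells (20-120 um objects) counted by laser-scanning microplate cytometry.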
* marks the source's active call; other numbers are inactive results; ? = inconclusive; [ ] = another dose, or the depositor's remark. Potency is read from the fitted curve at half-maximal effect.

SMILES	Lamin A splicing	Epigenetic derep
Cc1ccc(C(=O)OCc2cc(=O)n3nc(-c4cccs4)sc3n2)cc1	6%[46 µM]	1.1%
O=C(C1CC1)N1CCN(c2nc3ccc(F)cc3s2)CC1	?	0.8%
Cc1cccc(NC(=O)Cn2c(=O)nc(-c3ccccc3)c3ccccc32)c1C	?	-4.1%
Cc1cc(C)c(NC(=O)Cn2ccn(-c3cccc(Cl)c3)c(=O)c2=O)c(C)c1	6%[46 µM]	0.0%
CC1CCc2nn(CC(=O)Nc3cccc(C(F)(F)F)c3)c(=O)cc2C1 (stereo unspecified)	6%[46 µM]	1.4%
COc1ccc(CNC(=O)c2ccc(CS(=O)(=O)c3ccc(Br)cc3)o2)cc1	3%[46 µM]	-1.1%
COc1ccc(CC(=O)NCc2nc3cccnc3n2Cc2ccccc2)cc1	-7%[46 µM]	0.0%
O=C(NC1CCCCC1)c1cc(Nc2cccc(C(F)(F)F)c2)nc2ccccc12	?	0.0%
CCc1ccc(NC(=O)c2cc(CN3CCOCC3)on2)cc1	7%[46 µM]	0.0%
O=C1CCSc2ccc(S(=O)(=O)Nc3ccc(Cl)c(C(F)(F)F)c3)cc2N1	-16%[46 µM]	0.0%
CC(=O)Nc1ccc(NC(=O)c2ccc3c(c2)N(Cc2cccc(Cl)c2)C(=O)c2ccccc2S3=O)cc1 (stereo unspecified)	?	-1.1%
COc1cccc(-n2c(=O)c3c(C)c(C(=O)N(C)C)sc3n(Cc3cccc(C)c3)c2=O)c1	?	-1.3%
O=C(/C=C\c1ccc2c(c1)OCO2)NC1CC(=O)N(c2ccc(Cl)cc2)C1 (stereo unspecified)	?	2.1%
CCc1nnc(NC(=O)CSc2nc3c([nH]c4ccccc43)c(=O)n2-c2ccc(F)cc2)s1	?	0.8%
Cc1nn(S(=O)(=O)c2ccc(Br)cc2)c(C)c1S(=O)(=O)N1CCCCCC1	17%[46 µM]	0.8%
Cc1cnc2c(c1SCC(=O)Nc1ccc(F)cc1F)c(=O)n(C)c(=O)n2C	4%[46 µM]	6.9%
COc1ccc(CNC(=O)c2ccc3c(c2)N(C)C(=O)C2CCCCN32)cc1OC (stereo unspecified)	?	-1.7%
O=S(=O)(NCC(c1ccco1)N1CCN(c2ccc(F)cc2)CC1)c1cc(F)ccc1F (stereo unspecified)	?	0.0%
COc1ccc(CCNC(=O)CCS(=O)(=O)c2ccc3c(c2)oc(=O)n3C)cc1OC	6%[46 µM]	-1.3%
CC(=O)c1cccc(NS(=O)(=O)c2cc3c(cc2C)N(C(C)=O)CCO3)c1	?	0.0%
CCc1cccc(C)c1NC(=O)c1cc(S(=O)(=O)N2CCOCC2)cn1C	?	1.4%
CCOC(=O)C1CCCN(C(=O)c2cccc(NC(=O)c3nsc4ccccc34)c2)C1 (stereo unspecified)	0%[46 µM]	-5.1%
Cc1cccc(C)c1-n1ncc(C(=O)NC2CCCC2)c1C1CCN(C(=O)OC(C)(C)C)CC1	-1%[46 µM]	-1.3%
COC(=O)c1scc(-c2ccc(C)cc2)c1S(=O)(=O)Nc1ccc(OC(F)(F)F)cc1	-3%[46 µM]	0.8%

By substructure, the entries above containing bromine
SMILES	Lamin A splicing	Epigenetic derep
COc1ccc(CNC(=O)c2ccc(CS(=O)(=O)c3ccc(Br)cc3)o2)cc1	3%[46 µM]	-1.1%
Cc1nn(S(=O)(=O)c2ccc(Br)cc2)c(C)c1S(=O)(=O)N1CCCCCC1	17%[46 µM]	0.8%

Additional structures follow:
SMILES	Lamin A splicing	Epigenetic derep
CC1CCCCN1CCCNC(=O)c1cc(Sc2ccc(Cl)cc2)nc2ccccc12 (stereo unspecified)	?	5.9%
COc1ccc(N(Cc2cccs2)C(=O)COc2cc(C)c(Cl)c(C)c2)cc1	?	-0.8%
Cn1c(C(=O)NCc2ccc(F)cc2)cc2cc(S(=O)(=O)N3CCCCC3)ccc21	?	14%
Cc1cccc(N2CCN(c3ncnc4onc(-c5ccc(F)cc5)c34)CC2C)c1 (stereo unspecified)	-14%[46 µM]	-1.3%
CCOc1cccc(C(=O)N2CCC(c3nc4ccccc4s3)CC2)c1	3%[46 µM]	-1.6%
Cc1nn(C(=O)c2cccc([N+](=O)[O-])c2C)c(C)c1S(=O)(=O)N1CCCCCC1	3%[46 µM]	1.1%
CCCN(C(=O)Nc1cn(CC(C)C)c(=O)c2ccccc12)c1ccc(F)cc1	?	0.0%
CCc1nc2ccc(C(=O)N3CCN(c4cccc(C)c4C)CC3)cc2nc1CC	-1%[46 µM]	1.1%
Cc1cccc(N(C)S(=O)(=O)c2nnc(NC(=O)c3cccs3)s2)c1	14%[46 µM]	0.0%
Cc1nn(-c2ccc(N3CCCCC3)nn2)c(C)c1CCC(=O)NCc1ccc(F)cc1	7%[46 µM]	1.5%
COc1ccc(OC)c(-n2cnc3cc(C(=O)NC4CCCCCC4)ccc32)c1	-20%[46 µM]	-1.1%
CC(C)CCN(C(=O)Nc1ccc(Cl)c(Cl)c1)C1CCN(C(C)C)CC1	-23%[46 µM]	-1.2%
Cc1cccc(OC(=O)c2cc(-c3ccc4c(c3)OCCO4)on2)c1C	-3%[46 µM]	0.0%
CCOC(=O)c1c(C)oc2nc(C)nc(NCc3ccc(F)cc3)c12	1%[46 µM]	-1.3%
COc1ccc(CNC(=O)Cn2c(=O)cc(C)c3c(C)nn(-c4cccc(Cl)c4C)c32)cc1	-17%[46 µM]	0.0%
Cc1nn2c(=O)cc(COC(=O)c3ccccc3NC(=O)C3CCCCC3)nc2s1	4%[46 µM]	9.2%
CCOc1ccccc1NC(=O)C1=C(C)Nc2ncnn2C1c1ccc(NC(C)=O)cc1 (stereo unspecified)	4%[46 µM]	-1.7%
COCCNc1ncnc2onc(-c3ccc(F)cc3)c12	11%[46 µM]	0.0%
Cc1c(C(=O)N2CCC(C)CC2)c(S(=O)(=O)Nc2ccc(OC(F)(F)F)cc2)c(C)n1C	6%[46 µM]	0.4%
COc1ccc(Cn2ccc3nc(C)c(C(=O)N4CCN(c5ccccc5)CC4)cc3c2=O)cc1	14%[46 µM]	0.0%
CC1=C(C(=O)NCc2ccc(C)cc2)C2(CCCCC2)OC1=O	3%[46 µM]	3.2%
COc1ccccc1C(=O)Nc1c(C(=O)NC(C)(C)C)oc2ccccc12	13%[46 µM]	4.0%
CCOc1ccccc1CC1C(=O)Nc2ccc(Br)cc21 (stereo unspecified)	?	1.0%
Cc1ccc(CCNC(=O)CCSCc2ccccc2F)cc1	2%[46 µM]	4.7%

4 of the compounds above, as labelled records:
> Cc1nn2c(=O)cc(COC(=O)c3ccccc3NC(=O)C3CCCCC3)nc2s1
  Lamin A splicing: 4%[46 µM] | Epigenetic derep: 9.2%
> CCOc1ccccc1NC(=O)C1=C(C)Nc2ncnn2C1c1ccc(NC(C)=O)cc1 (stereo unspecified)
  Lamin A splicing: 4%[46 µM] | Epigenetic derep: -1.7%
> COCCNc1ncnc2onc(-c3ccc(F)cc3)c12
  Lamin A splicing: 11%[46 µM] | Epigenetic derep: 0.0%
> Cc1c(C(=O)N2CCC(C)CC2)c(S(=O)(=O)Nc2ccc(OC(F)(F)F)cc2)c(C)n1C
  Lamin A splicing: 6%[46 µM] | Epigenetic derep: 0.4%

Carrying on:
SMILES	Lamin A splicing	Epigenetic derep
COc1ccc(CNC(=O)c2ccc3nc(-c4ccc(F)cc4)c(-c4ccc(F)cc4)nc3c2)cc1	15%[46 µM]	0.6%
O=C(CSCc1ccc(F)cc1)N1CCc2c([nH]c3ccccc23)C1c1ccc(F)cc1 (stereo unspecified)	-24%[46 µM]	4.4%
Brc1ccc(CN2CCc3nc(N4CCN(c5ncccn5)CC4)ncc3C2)cc1	10%[46 µM]	-3.7%
Cc1nn(-c2ccc(N3CCOCC3)nn2)c(C)c1CCC(=O)NCc1ccc(F)cc1	8%[46 µM]	0.0%
Cc1cc(C)c(S(=O)(=O)N2CCN(Cc3nc4ccc(C)cc4o3)CC2)c(C)c1	?	-3.3%
Cc1ccc(-n2nc(C)c3c(C)cc(=O)n(CC(=O)NC(C)c4ccccc4)c32)cc1 (stereo unspecified)	-4%[46 µM]	1.5%
CCc1cnc2c(c1SCC(=O)NCc1ccccc1)c(=O)n(C)c(=O)n2C	?	7.4%
CN1CCc2c(sc(NC(=O)CSc3ccccc3)c2-c2nc3ccccc3s2)C1	?	?

Grouped by structure: those above containing a furan ring, fused or not.
SMILES	Lamin A splicing	Epigenetic derep
COc1ccc(CNC(=O)c2ccc(CS(=O)(=O)c3ccc(Br)cc3)o2)cc1	3%[46 µM]	-1.1%
O=S(=O)(NCC(c1ccco1)N1CCN(c2ccc(F)cc2)CC1)c1cc(F)ccc1F (stereo unspecified)	?	0.0%
CCOC(=O)c1c(C)oc2nc(C)nc(NCc3ccc(F)cc3)c12	1%[46 µM]	-1.3%
COc1ccccc1C(=O)Nc1c(C(=O)NC(C)(C)C)oc2ccccc12	13%[46 µM]	4.0%

Some of the entries so far, with the structure last:
Lamin A splicing	Epigenetic derep	molecule
3%[46 µM]	-1.6%	CCOc1cccc(C(=O)N2CCC(c3nc4ccccc4s3)CC2)c1
3%[46 µM]	1.1%	Cc1nn(C(=O)c2cccc([N+](=O)[O-])c2C)c(C)c1S(=O)(=O)N1CCCCCC1
?	0.0%	CCCN(C(=O)Nc1cn(CC(C)C)c(=O)c2ccccc12)c1ccc(F)cc1

This is a subset; rates above refer to the full screens.
